TNAP activators – stimulation of alkaline phosphatase TNAP activity – biochemical, luminescent, no phosphate acceptor, uHTS, primary screen (AID 1001). purified TNAP, luminescent activation assay, no phosphate acceptor; higher activation fold means a stronger effect. hit rate 0.03% among 200,000. activation fold at 20 µM; hits with a dose series show EC50 in µM; in the data active means activation fold from about 3, or a potency from the dose series; inactive means the rest, 99 in 100 with activation fold below about 1.6; further: many of its hits are not listed in these tables
Ins promoter up – MIN6 insulin promoter up-regulation. hit rate 0.3% among 190,000. MIN6 insulin promoter-GFP reporter, high-content imaging; stronger effect = higher value. z-score at 5 µM;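 active means z-score above 3 at 5 µM with at least 500 cells counted in the well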
human PMI inhibition – inhibitors of human PMI, primary screen, biochemical, fluorescence intensity, coupled assay (AID 1209); hit rate 0.42% among 190,000; purified PMI enzyme, coupled fluorescence intensity; higher % means a stronger effect; one-dose inhibition, % at 20 µM; IC50 in µM for titrated hits; in the data active means inhibition above about 50%;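 further: plate controls were DMSO vehicle for no effect and wells lacking substrate for full effect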
Lipid droplet – hepatic lipid droplet formation modulation | hit rate 0.4% among 240,000 | inhibition, % at 6.5 µM | AML12 mouse hepatocytes, oleate lipid droplets, BODIPY imaging;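 active means lipid droplet intensity inhibited by at least 50%, with more than 500 cells counted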
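Material: mouse AML12 hepatocyte cell line, fixed after treatment; Timing: compound with oleate, overnight; Technique: high-content imaging of BODIPY-stained droplets and DAPI nuclei; Probe or stimulus: oleate, 100 µM final; Dosing: compound at 6.5 µM only.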
Myeloid diff 2 – compounds promoting myeloid differentiation; ER-HoxA9 myeloid progenitors, lysozyme-GFP differentiation, flow cytometry; hit rate 1% among 360,000; AID 624256; calls only at 10 µM;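 active means normalized GFP-positive differentiation at or above the plate's own cutoff, the solvent-only control mean plus 3 SD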;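 further: cells exposed to compound for four days before flow analysis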
bCat nuc transl – beta-catenin nuclear translocation modulation; HeLa beta-catenin nuclear translocation, immunofluorescence imaging; nuclear translocation activity, % at 5 µM; hit rate 0.3% among 190,000; AID 1665;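 active means nuclear translocation activity above 50% at 5 µM, with a well cell count of 50 or more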;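 further: per-cell ratio of nuclear to cytoplasmic median beta-catenin stain intensity; plate controls were DMSO negative control for no effect and GSK-3 inhibitor IX positive control for full effect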
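assay system = human HeLa cells, endogenous beta-catenin | times = compound treatment 24 h, 37°C, 5% CO2 | detection = Anti-beta-catenin immunofluorescence on PFA-fixed, Triton-permeabilized cells, DAPI nuclei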
MT stabilize HCS – microtubule stabilization, imaging screen | HeLa tubulin immunostaining HCS, 24 h; share of cells brighter than vehicle mean+2SD | % tubulin-high responders, % at 10 µM | hit rate 0.83% among 200,000 | AID 2205;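 active means plate Z-score above 3 for both tubulin-high and condensed-nucleus cell shares, with cell loss under 80%, at 10 µM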;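 further: anti alpha tubulin signal scored within the nucleus-defined area of each cell; some results filed as inactive read as strong as hits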
Dynein cargo inh – dynein cargo transport inhibition | 3617.4 mouse cells, GR-EGFP nuclear translocation imaging; test concentration mostly 20 µM; stimulated with dexamethasone, 1 µM; stronger effect = lower value | z-score, hits read low | hit rate 0.47% among 220,000;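 active means plate z-score of nuclear minus cytoplasmic receptor signal below a set negative limit, without overly bright fluorescence or cell loss, cut at about -3.5 in these data, passing the limit was not always enough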;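 further: z-score of nuclear minus cytoplasmic ring GR-EGFP intensity difference per well; some compounds called inactive have numbers as strong as hits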
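Buffer or medium: tet-free, stripped-serum medium; reagent: dexamethasone at 1.0 µM final, 30 min; incubation: 48 h induction, 1 h compound, 30 min dex at 37 °C; measured by: formaldehyde fixation, Hoechst nuclear stain, 10x automated fluorescence imaging; read-out: nuclear-to-cytoplasmic GR-EGFP distribution per well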
T cell HTS – T cell immune modulation candidate. 2C CD8+ T cell-vesicle binding, flow cytometry; stronger effect = lower value. calls only at 7 µM. hit rate 0.068% among 330,000. AID 2052;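 active means response, share of CD8 T cells binding vesicles, and their 90th percentile fluorescence all below set limits, cut at about 80% in these data, passing the limit was not always enough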
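Material: 2C TCR transgenic mouse naive CD8+ T cells, MACS-purified. Also added: QL9-charged Drosophila Ld/ICAM-1/B7-1 vesicles. Timing: binding 1.5 h at 37 °C. Measured by: high-throughput flow cytometry with anti-B7-1 and anti-CD8 staining. Read-out: percent CD8+ FL2 mean versus row control. Controls: Unloaded micro-vesicles (low), QL9 vesicles with 0.7% DMSO (high).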
Dynein cargo inh cytoplasmic EGFP – also measured in Dynein cargo inh; calls as there; z-score; measured here: cytoplasmic GR-EGFP intensity; stronger effect = higher value
Dynein cargo inh nuclear GR-EGFP – further read-out of Dynein cargo inh, marked with its call; z-score; measured here: nuclear GR-EGFP intensity;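 lower value marks the stronger effect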
Dynein cargo inh cell count – further read-out of Dynein cargo inh, marked with its call; z-score; measured here: cell count per field
Ins promoter up cell count – second read-out of Ins promoter up, no call of its own (marks repeat the call); cell count; measured here: cytotoxicity, nuclei count;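 total cells summed across four imaged fields per well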
Lipid droplet cells 6.5 µM – recorded beside Lipid droplet, whose call it bears; cell count; measured here: cell count, cytotoxicity flag;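 cells counted across two imaged fields per well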
bCat nuc transl cell count 5 µM – second read-out of bCat nuc transl, no call of its own (marks repeat the call); cell count; measured here: cell count, cytotoxicity flag
T cell HTS vesicle-bound % – recorded beside T cell HTS, whose call it bears; double positive events, %; measured here: CD8+ vesicle-bound cell fraction;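 binding gate set so that unloaded-vesicle control wells show 10% double positive cells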
MT stabilize HCS Hoechst-high % – second read-out of MT stabilize HCS, no call of its own (marks repeat the call); % Hoechst-high responders; measured here: nuclear condensation Hoechst responders;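 share of cells brighter than vehicle mean plus two SD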
MT stabilize HCS cytotoxicity % – recorded beside MT stabilize HCS, whose call it bears; toxicity, %; measured here: cytotoxicity by cell density;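 0% = mean cell density of plate MIN control wells and 100% = no cells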
Myeloid diff 2 GFP+ MAC1+ % – second read-out of Myeloid diff 2, no call of its own (marks repeat the call); GFP+ MAC1+ double positive, %; measured here: differentiation confirmed by MAC1 staining
The depositor's hits bear a star; i = inactive; x = not tested or not shown; + = active, no number.

Structure	TNAP activators	Ins promoter up	Ins promoter up cell count	human PMI inhibition	Lipid droplet	Lipid droplet cells 6.5 µM	Myeloid diff 2	Myeloid diff 2 GFP+ MAC1+ %	bCat nuc transl	bCat nuc transl cell count 5 µM	MT stabilize HCS	MT stabilize HCS Hoechst-high %	MT stabilize HCS cytotoxicity %	Dynein cargo inh	Dynein cargo inh cytoplasmic EGFP	Dynein cargo inh nuclear GR-EGFP	Dynein cargo inh cell count	T cell HTS	T cell HTS vesicle-bound %
O=C(COc1cccc(F)c1)Oc1ccc(C(=O)c2ccccc2)cc1	1.1	-0.01	1229	-14%	0	636	i	0.9	-0.6	924	3.6	2.0	5.8	-0.15	-0.26	-0.035	0.93	i	55
Cc1ccc(Cl)cc1N(CC(=O)N1CCCCCC1)S(C)(=O)=O	1.2	0.28	1311	-2%	x	x	i	0.5	-5.7	1054	4.8	4.0	3.8	0.65	-0.16	0.37	0.59	i	45
O=C(CN1C(=O)c2cccc3cccc1c23)N1CCN(c2cccc(Cl)c2)CC1	1.1	-2.1	1507	7%	-3	729	i	0.4	0.1	1043	2.3	0.3	25	0.2	-0.099	0.11	0.95	i	31
CCCc1cc(=O)[nH]c(SCC(=O)NN(c2ccccc2)c2ccccc2)n1	1.1	-0.24	1192	4%	19	665	i	0.1	-1.9	1044	3.2	3.3	5.8	0.97	-0.3	0.74	-0.14	i	58
O=C(CN1CCN(C(=O)c2ccco2)CC1)Nc1ccc(Cl)c(C(F)(F)F)c1	1	-0.57	1165	-1%	-2	728	i	0.9	0.8	1003	1.7	3.4	9.9	-0.78	0.065	0.0027	-0.23	i	55
Clc1ccc2oc(-c3cccnc3)nc2c1	1	-0.45	1607	-4%	x	x	i	0.1	1.2	1318	1.8	1.8	3.0	0.25	-0.23	-0.82	0.064	i	40
O=C(O)c1ccc(-c2nc(-c3cccc(C(F)(F)F)c3)cs2)cc1	1.1	-0.84	1224	-25%	-1	731	i	0.3	0.8	1080	1.8	1.0	5.9	1.2	-0.19	1.6	-1.7	x	x
O=C1N=C(N2CCOCC2)S/C1=C/c1cc2c(cc1[N+](=O)[O-])OCO2	x	0.42	1220	x	-1	738	i	0.1	0.2	1272	x	x	x	1.3	-0.0074	0.74	-1.9	i	26
COC(=O)c1ccc(C(=O)OC)c(NC(=O)COC(=O)C2CCCCC2)c1	1.1	1	759	0%	8	787	i	0.7	-2.9	1164	1.0	0.9	9.2	4.5	-0.075	3	-1.2	i	19
Cc1nc2ccccc2n1CC(=O)OCC(=O)NCCc1ccccc1	1.1	-0.32	974	3%	4	765	i	0.6	x	x	0.4	1.3	7.9	-0.5	1.2	-0.31	0.46	i	18
COc1ccc(-c2ccc(CCC(=O)O)n2NC(=O)c2ccc(C(C)(C)C)cc2)cc1	1	0.37	1503	9%	11	791	x	x	0.6	994	2.5	1.8	5.0	-1.5	-0.25	-0.59	0.26	i	54
COc1ccc(C2=NN3C(C2)c2ccccc2OC3c2cccs2)cc1 (stereo not drawn)	1	0.32	1445	-40%	-5	712	i	1.0	0.8	972	1.9	1.6	8.9	0.5	-0.18	0.29	0.27	i	8
CC(C)CCN(C(=O)COc1ccc(C#N)cc1)c1c(N)n(Cc2ccccc2)c(=O)[nH]c1=O	1.2	0.5	1503	1%	14	691	x	x	0.2	1522	2.0	1.7	7.5	-0.23	-0.1	0.089	0.077	i	41
O=C(NCc1ccccc1)NC1CCCCC1	1.1	0.1	994	8%	x	x	i	11	0.7	1235	2.6	2.0	0.1	-0.64	-0.22	-0.16	0.9	i	21
CCN(CC)CCCOc1ccc(Cl)c(Cl)c1	1	0.51	1345	0%	-4	636	i	0.5	1.3	558	3.1	3.7	9.6	0.25	-0.19	0.22	-0.4	i	47
COc1ccc(C2C3(C#N)C(N)=NC(OC)(OC)C23C#N)cc1 (stereo not drawn)	1	-0.92	1220	-1%	6	749	i	0.4	-3.2	1112	4.4	2.1	9.9	1.2	-0.25	0.47	-0.42	i	44
CCOC(=O)C1=C(CSc2nc(C)ccc2C#N)OC(N)=C(C#N)C1c1cccc(OC)c1OC (stereo not drawn)	1.1	-0.18	1329	-13%	x	x	i	0.6	-3.8	836	5.1	1.9	4.8	-0.41	-0.13	0.13	0.093	i	2
CC1Cc2ccccc2N1C(=O)COC(=O)CCc1nc2ccccc2c(=O)[nH]1 (stereo not drawn)	1	-0.16	1522	-1%	21	679	i	0.4	-1.0	1019	3.3	2.5	8.2	0.46	-0.33	0.24	0.34	i	44
Cc1cc(=O)[nH]c(N2CCN(Cc3ccccc3)CC2)n1	1.1	x	x	-5%	3	740	i	4.4	x	x	3.4	1.4	61	2.1	0.13	2.2	-1.8	i	30
Cc1onc(-c2ccccc2)c1C(=O)NC(=S)NNC(=O)c1ccccc1O	2.4	-1.1	537	-9%	12	650	+	9.5*	-2.6	892	3.1	0.1	13	-0.32	-0.03	-0.14	0.17	i	42
Nc1cccc(-c2ccc(CO)o2)c1	1	x	x	6%	-4	728	i	0.3	0.9	963	2.7	1.5	5.3	-0.026	-0.36	-0.15	0.98	i	58
O=C1NC2(CCCc3ccccc32)C(=O)N1CCOc1ccc(Br)cc1 (stereo not drawn)	1.1	0.03	989	10%	13	776	i	0.9	-1.4	1287	2.1	2.2	8.1	-0.93	-0.16	-0.54	0.87	i	37
Cc1ccc(/C=N/NC(=O)CN2CCN(Cc3ccccc3Cl)CC2)o1	x	-0.43	1015	x	-11	742	i	0.6	2.1	1307	x	x	x	-0.039	-0.24	-0.067	0.61	i	18
COc1ccc(NC(=O)N2CCC(CO)(CC3CCCCO3)CC2)c(OC)c1 (stereo not drawn)	x	0.5	992	x	7	721	i	0.4	-0.3	1372	x	x	x	0.083	-0.27	0.015	0.53	i	32
CC(c1ccccc1)C1CC(=O)N(Cc2ccco2)C1=O (stereo not drawn)	1.2	0.09	1088	2%	4	789	i	1.6	x	x	4.2	1.6	1.8	-1.1	0.06	-0.33	-0.67	i	46
COc1ccc(N2CCN(C(=O)CSc3nnc4c(C)cc5ccc(C)c(C)c5n34)CC2)cc1	1.1	-0.33	1858	11%	-45	642	i	0.6	-0.4	1101	1.8	2.1	9.4	-0.13	-0.32	0.13	-0.39	i	26
CNC(=O)CSCCn1c(SCC(=O)NC)nc2ccccc2c1=O	1.1	0.47	1205	2%	x	x	i	0.5	-6.5	1036	1.7	3.0	1.0	0.42	-0.21	0.54	-0.48	i	58
Cn1cc(Br)c(C(=O)Nc2ncc(Br)s2)n1	1	0.33	1415	3%	8	707	i	0.1	0.2	1593	2.7	2.7	9.6	-0.79	-0.22	-0.38	0.62	i	55
CC(=O)Nc1ccc(S(=O)(=O)N2CCC(=O)Nc3ccccc32)cc1	1.1	-0.29	1402	-6%	-3	646	i	0.1	-0.1	1113	2.4	2.2	8.7	-0.56	-0.28	-0.13	0.63	i	36
CS(=O)(=O)N(CC(=O)Nc1ccccc1C(=O)N1CCCC1)c1cccc([N+](=O)[O-])c1	1.1	0.49	1480	0%	5	708	i	0.2	0.4	1500	3.5	2.6	4.9	-0.66	-0.26	0.031	0.24	i	17
Cc1cc2ncn(CCC(=O)NC3CCCC3)c2cc1C	1	-0.1	1258	2%	11	683	i	0.1	0.5	967	1.8	2.2	11	-0.32	-0.24	-0.16	0.4	i	35
CCN(CC)S(=O)(=O)c1ccc(N2CCOCC2)c(NCC(=O)Nc2ccc(F)cc2)c1	1.1	-0.42	1543	-1%	-6	726	i	0.8	-4.2	1068	2.6	1.8	14	-0.8	-0.065	-0.48	0.29	i	30
CCOC(=O)C1CCN(Cc2ccc(OC)cc2OC)CC1	1.1	1.2	1888	13%	8	644	i	1.9	-0.6	936	3.6	2.3	8.3	-0.7	1.3	0.64	0.13	i	37
O=C(NC1CCCCCC1)c1ccc(OCC2CCCO2)cc1 (stereo not drawn)	1.1	-0.44	1589	9%	18	673	i	1.3	-5.3	1048	3.8	1.4	15	-0.79	0.44	-0.28	0.33	i	46

Compound profiles (already shown). Order of screens: TNAP activators | Ins promoter up | Ins promoter up cell count | human PMI inhibition | Lipid droplet | Lipid droplet cells 6.5 µM | Myeloid diff 2 | Myeloid diff 2 GFP+ MAC1+ % | bCat nuc transl | bCat nuc transl cell count 5 µM | MT stabilize HCS | MT stabilize HCS Hoechst-high % | MT stabilize HCS cytotoxicity % | Dynein cargo inh | Dynein cargo inh cytoplasmic EGFP | Dynein cargo inh nuclear GR-EGFP | Dynein cargo inh cell count | T cell HTS | T cell HTS vesicle-bound %
Cc1cc2ncn(CCC(=O)NC3CCCC3)c2cc1C across the screens: 1 | -0.1 | 1258 | 2% | 11 | 683 | i | 0.1 | 0.5 | 967 | 1.8 | 2.2 | 11 | -0.32 | -0.24 | -0.16 | 0.4 | i | 35
O=C(NC1CCCCCC1)c1ccc(OCC2CCCO2)cc1 (stereo not drawn) across the screens: 1.1 | -0.44 | 1589 | 9% | 18 | 673 | i | 1.3 | -5.3 | 1048 | 3.8 | 1.4 | 15 | -0.79 | 0.44 | -0.28 | 0.33 | i | 46
